Compound activity from PubChem BioAssay.
MIN6 prolif = inducers of MIN6 beta-cell proliferation, primary screen, ATP luminescence, uHTS; 330,000 compounds, 0.29% hits; proliferation, % at 10 µM; MIN6 cells proliferation, ATPlite luminescence, 48 h; cells starved in 0.2% serum; 100% = growth in 10% serum; AID 2380, 2010;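 active means compounds whose signal lies at least 3.5 SD above the mean of all wells on their plate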;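 further: 0% = DMSO-treated cells in low-serum medium and 100% = 10% serum control; some compounds called inactive have numbers as strong as hits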
mIAP inh = inhibitors of mouse IAP, primary screen, biochemical, luminescence, uHTS; 330,000 compounds, 0.2% hits; AID 2806, 2010; intestinal alkaline phosphatase [Mus musculus]; purified mouse IAP, CDP-Star luminescence, 30 min; inhibition, % at 10 µM;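 active means inhibition of at least 40% at 10 µM in the primary screen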;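 further: plate controls were DMSO with enzyme for no effect and no enzyme wells for full effect; values of inactives mirror those of a sister screen read the other way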
NLRP3 yeast inh = NALP3 inflammasome inhibitors in reconstituted yeast, primary screen, luminescence, uHTS. 330,000 compounds, 0.39% hits. inhibition, % at 10 µM. Yeast reconstituted NLRP3/ASC/caspase-1, beta-gal luminescence, 24 h;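 active means inhibition of 50% or more; inactive means inhibition below 50%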;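 further: plate controls were induced DMSO wells for no effect and uninduced yeast grown without galactose for full effect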
hIAP inh = human IAP inhibitors, primary screen, biochemical, luminescence, uHTS | Intestinal-type alkaline phosphatase (Homo sapiens), P09923 | purified IAP, CDP-Star luminescence, 30 min | inhibition, % at 10 µM | 330,000 compounds, 0.12% hits;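 active means inhibition reaching a set limit with compound at 10 µM in the primary screen, cut at about 35% in these data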;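 further: plate controls were DMSO wells with enzyme for no effect and no-enzyme buffer wells for full effect; values of inactives mirror those of a sister screen read the other way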
SENP1 FRET inh = human SENP1 catalytic domain inhibitors, primary screen, biochemical, FRET, uHTS | Sentrin-specific protease 1 (Homo sapiens), Q9P0U3 | 360,000 compounds, 0.21% hits | inhibition, % at 10 µM | recombinant SENP1 catalytic domain, CyPet-SUMO1-YPet FRET cleavage;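 active means inhibition at least 30% at 10 µM, raw YFP signal under a set limit, fluorescence ratio 0.5 to 1.5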;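 further: 0% = enzyme with DMSO and 100% = no enzyme wells; some results filed as inactive read as strong as hits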
Target sequence (Q9P0U3 419-644 limits assumed): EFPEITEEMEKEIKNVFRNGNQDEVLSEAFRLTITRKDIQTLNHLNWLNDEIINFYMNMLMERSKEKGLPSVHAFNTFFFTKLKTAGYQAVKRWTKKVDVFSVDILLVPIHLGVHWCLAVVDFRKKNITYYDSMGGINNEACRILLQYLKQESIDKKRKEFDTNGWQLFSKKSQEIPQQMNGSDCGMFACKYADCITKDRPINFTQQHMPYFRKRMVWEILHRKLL
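Material: hSENP1 catalytic domain, recombinant; medium: Tris pH 8 with BME, BSA, NP40 and catalase; compound: single concentration of 10 µM compound, 0.5% DMSO final; technique: FRET read of cyan and yellow fluorescence; timing: 50 min enzyme reaction, room temperature, light-protected; reagent: SFCypet-SUMO1-SFYpet substrate at 25 nM; control set: no-enzyme low, enzyme-DMSO high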
mIAP activ = activators of mouse IAP, primary screen, biochemical, luminescence, uHTS | 330,000 compounds, 0.24% hits | muIAP, CDP-Star luminescence, 30 min; stronger effect = higher value; 1 = vehicle-only enzyme signal, 0 = enzyme-free wells | AID 2805, 2010 | intestinal alkaline phosphatase [Mus musculus] | activation factor at 10 µM;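 active means activation factor of at least 2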; further: the source names both 10 and 20 µM as test concentration; values of inactives mirror those of a sister screen read the other way
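Assay system: mouse IAP enzyme; reagent: chemiluminescent substrate CDP-Star; dosing: test compounds delivered from DMSO solution; schedule: 30 min at room temperature; measured by: luminescence from enzymatic CDP-Star hydrolysis; controls: DMSO-only wells and no-enzyme negative control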
hIAP activ = human IAP activators, primary screen, biochemical, luminescence, uHTS; purified human IAP, CDP-Star luminescence, 30 min; stronger effect = higher value; 1 = vehicle-only enzyme, 0 = enzyme-free background; activation factor at 10 µM; 330,000 compounds, 0.16% hits; AID 2524, 2010;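 active means activation factor of the enzyme at least 2-fold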; further: the source names both 10 and 20 µM as test concentration; values of inactives mirror those of a sister screen read the other way
APOBEC3G inh = APOBEC3G DNA deaminase inhibitors, primary screen, biochemical, fluorescence, single-stranded DNA substrate, uHTS; 330,000 compounds, 0.28% hits; recombinant A3G, ssDNA deamination FAM/TAMRA fluorescence; inhibition, % at 20 µM;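 active means inhibition of at least 40% at 20 µM, with no more than 30% in the related APOBEC3A deaminase screen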;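 further: plate controls were DMSO wells with A3G for no effect and wells lacking A3G enzyme for full effect; some compounds called inactive have numbers as strong as hits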
Target sequence (Q9HC16 whole entry, looked up): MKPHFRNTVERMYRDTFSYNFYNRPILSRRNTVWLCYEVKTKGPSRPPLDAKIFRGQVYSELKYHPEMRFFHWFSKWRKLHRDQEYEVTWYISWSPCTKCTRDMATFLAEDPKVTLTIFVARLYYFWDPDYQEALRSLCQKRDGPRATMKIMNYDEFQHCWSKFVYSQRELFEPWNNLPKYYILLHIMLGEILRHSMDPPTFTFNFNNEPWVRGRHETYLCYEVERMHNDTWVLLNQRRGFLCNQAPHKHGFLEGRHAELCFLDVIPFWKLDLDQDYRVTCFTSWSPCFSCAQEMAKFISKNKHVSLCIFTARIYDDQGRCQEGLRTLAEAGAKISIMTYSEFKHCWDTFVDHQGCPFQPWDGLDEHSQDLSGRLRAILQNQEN
APOBEC3A inh = APOBEC3A ssDNA deaminase inhibitors, primary screen, selectivity assay for APOBEC3G inhibitor project, biochemical, FAM/TAMRA oligo cleavage fluorescence; AID 493011, 2011; DNA dC->dU-editing enzyme APOBEC-3A (Homo sapiens), P31941; 330,000 compounds, 0.41% hits; recombinant A3A, FAM/TAMRA ssDNA deamination fluorescence; inhibition, % at 20 µM;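 active means at least 40% inhibition at 20 µM here, with at most 30% in a related deaminase screen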;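 further: plate controls were A3A with DMSO for no effect and wells lacking A3A enzyme for full effect; some results filed as inactive read as strong as hits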
Target sequence (P31941 whole entry, looked up): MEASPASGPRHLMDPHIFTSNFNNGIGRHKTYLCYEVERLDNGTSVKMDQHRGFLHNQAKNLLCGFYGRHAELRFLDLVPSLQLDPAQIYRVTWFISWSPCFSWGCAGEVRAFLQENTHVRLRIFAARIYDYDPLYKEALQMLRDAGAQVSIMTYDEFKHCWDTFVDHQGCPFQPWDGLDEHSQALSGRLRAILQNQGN
Numbers without * were called inactive. A portion of the library (hit frequency here may not be typical).

SMILES | MIN6 prolif | mIAP inh | NLRP3 yeast inh | hIAP inh | SENP1 FRET inh | mIAP activ | hIAP activ | APOBEC3G inh | APOBEC3A inh
CN(C)c1ccc(N/C=C/C(=O)c2ccco2)cc1 | -3 | 7 | 25 | 9 | 71* | 0.93 | 0.91 | -1 | -1
O=C(NNC(=S)Nc1ccc(Cl)cc1Cl)c1ccncc1 | 2 | 15 | 30 | -1 | -2 | 0.85 | 1 | -1 | -1
O=C(Cc1ccc(S(=O)(=O)N2CCOCC2)s1)Nc1ccccc1N1CCOCC1 | -2 | 12 | -2 | -2 | -3 | 0.88 | 1 | -2 | 5
CC(C)COCC(O)CC(Cc1ccccc1)C(=O)NN (stereo not given) | 4 | -3 | 8 | 6 | 3 | 1 | 0.94 | -3 | -1
O=[N+]([O-])c1cc(S(=O)(=O)N2CCOCC2)ccc1N1CCNCC1 | -1 | 2 | 5 | -3 | -1 | 0.98 | 1 | 1 | 0
CC(=O)c1ccc(S(=O)(=O)NC2CCSc3ccccc32)cc1 (stereo not given) | 5 | 4 | -7 | 8 | 0 | 0.96 | 0.92 | -10 | -1
COCCNc1ccc(-c2n[nH]c(=O)c3ccccc23)cc1[N+](=O)[O-] | 3 | 19 | 18 | 32 | 9 | 0.81 | 0.68 | -4 | 3
O=C(Nc1ccc(F)cc1F)c1cc2nc3c(c(C(F)(F)F)n2n1)CCCC3 | 0 | -4 | -8 | 7 | -2 | 1 | 0.93 | -3 | 2
CN(C)C(CNC(=O)c1cc(-c2ccco2)nc2ccccc12)c1ccccc1 (stereo not given) | 0 | 21 | 11 | -18 | 2 | 0.79 | 1.2 | 69 | 58
CC(C)c1c(O)nc(SCCOc2ccc(Cl)cc2)[nH]c1=O | -3 | 10 | 1 | 13 | 3 | 0.9 | 0.87 | -9 | -3
Cn1cc(C(=O)c2cccc(Cl)c2)cc1C#N | 1 | 2 | 10 | 6 | 1 | 0.98 | 0.94 | -5 | -2
Cc1ccc(C(C)NC(=S)NCc2ccc(F)cc2)cc1C (stereo not given) | -7 | -94 | 25 | 10 | 1 | 1.9 | 0.9 | -4 | 2
O=S(=O)(Nc1cc(S(=O)(=O)N2CCOCC2)ccc1N1CCOCC1)c1ccc2c(c1)OCCO2 | 1 | -6 | 11 | -6 | 2 | 1.1 | 1.1 | -6 | -1
COc1ccc(/C=C(\C#N)C(=O)c2cccn2C)cc1 | 5 | 5 | 17 | -2 | -3 | 0.95 | 1 | -3 | -3
O=C(CCCN1C(=O)S/C(=C\c2ccccc2)C1=O)NNC(=O)c1ccccc1O | 0 | 25 | -4 | -78 | 1 | 0.75 | 1.8 | -9 | -3
CCN1CCN(c2ncnc3c2cnn3-c2ccccc2)CC1 | -2 | 5 | 10 | -4 | -11 | 0.95 | 1 | 5 | 1
COc1ccc(CNC(=O)COC(=O)CCOc2ccc(C)cc2)cc1 | -2 | 2 | 7 | 3 | 3 | 0.98 | 0.97 | -5 | -1
CCCCNC(=O)c1ccc2c(=O)n(CCCOCC)c(=S)[nH]c2c1 | -2 | 3 | 2 | 4 | -2 | 0.97 | 0.96 | -7 | -4
CCn1nc(C)c(CNC(=O)CCc2nnc(-c3ccc(C(C)=O)s3)o2)c1C | 1 | -5 | 21 | 9 | -2 | 1 | 0.91 | -7 | -3
Cc1cc2oc(=O)cc(CN(C)Cc3ccccc3Cl)c2cc1C | 0 | 10 | 13 | 12 | -3 | 0.9 | 0.88 | -6 | 0
Cc1cc(C(F)(F)F)nc(CCNCc2c(C(=O)N3CCCC3)nc3ccccn23)n1 | -1 | -6 | 12 | 0 | -8 | 1.1 | 1 | -4 | -1
N#CCc1nc2n(n1)Cc1ccccc1-2 | 2 | -2 | 14 | 8 | 4 | 1 | 0.92 | -11 | -5
Cc1cc(C)cc(N(C(=O)c2csnn2)C(C(=O)NC2CCCC2)c2cccnc2)c1 (stereo not given) | -2 | 0 | 4 | -5 | -1 | 1 | 1.1 | -10 | -5
CCCCC(c1nnnn1CS(=O)(=O)c1ccc(C)cc1)N1CCN(C)CC1 (stereo not given) | 0 | -1 | 10 | 4 | 1 | 1 | 0.96 | -9 | -3
O=C(Nc1nccs1)c1ccc(COc2ccc(F)cc2)o1 | -1 | 8 | -4 | 0 | -1 | 0.92 | 1 | -8 | -7
The list goes on:
SMILES | MIN6 prolif | mIAP inh | NLRP3 yeast inh | hIAP inh | SENP1 FRET inh | mIAP activ | hIAP activ | APOBEC3G inh | APOBEC3A inh
Nn1c(SCC(=O)NC2CCCCCC2)nnc1C(F)(F)F | -4 | 0 | 0 | 6 | -2 | 1 | 0.94 | -9 | -3
CCOC(=O)c1c(C)[nH]c(C)c1C(=O)COC(=O)c1cccc(S(=O)(=O)N(CC)CC)c1 | 2 | 1 | 26 | 4 | -1 | 0.99 | 0.96 | 7 | 0
Cc1cc(NC(=O)Nc2ccc(Cl)cc2)n(-c2ccccc2)n1 | 5 | -130 | 2 | -18 | 0 | 2.3* | 1.2 | -1 | -1
COc1ccc(CCNC(=O)c2cc(-c3ccncc3)nc3c(Cl)cccc23)cc1OC | -1 | 3 | 8 | -14 | 0 | 0.97 | 1.1 | -2 | -1
CCN(CC)c1ccc(C(=O)N/N=C/c2ccc(N3CCOCC3)cc2)cc1 | 4 | -3 | 10 | 11 | -17 | 1 | 0.89 | -6 | -5
CC1CC(C)(C)N2C(=O)C(=C(C#N)C#N)c3cccc1c32 (stereo not given) | 2 | 4 | 19 | 7 | -1 | 0.96 | 0.93 | -3 | -2
Cc1ccccc1CSc1nnc(-c2ccccc2)c(=O)[nH]1 | -2 | 5 | -9 | 12 | 0 | 0.95 | 0.89 | -9 | -4
CCOc1ccccc1CN1CCNC(=O)C1CC(=O)N(C)Cc1cnccn1 (stereo not given) | -4 | -8 | 6 | -4 | -6 | 1.1 | 1 | -11 | -1
Cc1cc(=O)oc2cc(OC(C)C(=O)NC3CCN(Cc4ccccc4)CC3)ccc12 (stereo not given) | 0 | -1 | 13 | -6 | 1 | 1 | 1.1 | -3 | -1
CCC(Oc1ccccc1)C(=O)OCC(=O)N(CC)c1c(N)n(Cc2ccccc2)c(=O)[nH]c1=O (stereo not given) | 1 | 7 | 19 | 8 | 2 | 0.93 | 0.92 | -6 | -3
CC(C)CNC(=O)CN(c1cccc(Cl)c1)S(C)(=O)=O | 0 | -1 | 14 | -1 | 0 | 1 | 1 | -4 | 6
CCC(=O)Nc1nnc(SCC(=O)Nc2ccc(F)cc2)s1 | -3 | -7 | 19 | 5 | -1 | 1.1 | 0.95 | -2 | -2
Cc1cc(C)c(C(=O)C(C)OC(=O)Cn2cnc3c2c(=O)n(C)c(=O)n3C)cc1C (stereo not given) | -5 | 5 | 6 | 1 | 0 | 0.95 | 0.99 | -7 | -2
CCC(Sc1nc(C)cc(C)n1)C(=O)Nc1cc(C)on1 (stereo not given) | -2 | 9 | 0 | 10 | 2 | 0.91 | 0.9 | 0 | 1
CC1=NN(c2ccccc2)C(=O)/C1=C\c1sccc1C | 0 | 6 | 12 | -19 | 1 | 0.94 | 1.2 | -6 | -5
OCCCNCc1ccc(-c2ccccc2)cc1 | -2 | -3 | 6 | 3 | 2 | 1 | 0.97 | -3 | 3
Cc1cccc(NC(=S)N(CCN(C)C)C(C)c2cccnc2)c1 (stereo not given) | -3 | -1 | 9 | -17 | -2 | 1 | 1.2 | -2 | 0
CC(C)Cc1nc(N2CCOCC2)c(C#N)c2c1COC(C)(C)C2 | -1 | 8 | -8 | 6 | 2 | 0.93 | 0.94 | -10 | -4
Oc1ccccc1C(=S)N1CCCCCC1 | -3 | -1 | 7 | -19 | -2 | 1 | 1.2 | -1 | 3
Cc1nc2ccccc2n1CC(=O)N/N=C\c1ccccn1 | 1 | 6 | 4 | -16 | -1 | 0.94 | 1.2 | -4 | 2
CCOC(=O)C(NC(=O)c1ccccc1)(Nc1nnc(C)s1)C(F)(F)F (stereo not given) | 0 | -10 | 3 | 13 | 0 | 1.1 | 0.87 | -4 | -4
COC(=O)c1ccc(-c2c(-c3ccccc3)ncc3cc(OC)c(OC)cc23)cc1 | -7 | 4 | 5 | 9 | -3 | 0.96 | 0.91 | -10 | 1
CCc1c(C)sc(NC(=O)Cc2ccccc2OC)c1C(=O)N1CCOCC1 | -3 | -4 | 7 | -23 | 2 | 1 | 1.2 | -9 | -4
CCOC(=O)CN1N=C(/C=C/c2ccccc2)CCC1=O | -2 | -18 | 8 | 2 | 1 | 1.2 | 0.98 | -4 | -4
CCOC(=O)CC1=Nc2ccccc2NC(=O)C1 | 0 | 3 | 8 | 8 | 2 | 0.97 | 0.92 | -6 | -2
CC(=O)Oc1ccc2cc(-c3nc4ccccc4n3C)c(=O)oc2c1 | -3 | -27 | -47 | -11 | -22 | 1.3 | 1.1 | -4 | -2
COc1cccc(C(=O)NCc2ccc(-c3nc4ccccc4s3)cc2)c1 | -6 | 10 | 9 | -8 | -3 | 0.9 | 1.1 | 10 | -1
O=C1C(=O)N(CCCN2CCOCC2)C(c2ccc([N+](=O)[O-])cc2)/C1=C(\O)c1ccc2c(c1)OCCO2 (stereo not given) | -3 | 6 | 13 | -26 | -6 | 0.94 | 1.3 | 1 | -3
Cc1cc(C(=O)CN2C(=O)C(=O)N(Cc3ccccc3)C2=O)c(C)n1-c1ccccc1F | -6 | -14 | 9 | -32 | -1 | 1.1 | 1.3 | 10 | -1
COc1ccc(S(=O)(=O)Nc2cccc3c2O[C@H](CN(C)Cc2ccc(Oc4ccccc4)cc2)[C@@H](C)CN([C@H](C)CO)C3=O)cc1 | -6 | -3 | 5 | 8 | 2 | 1 | 0.92 | 0 | 2

Molecules above that have a CF3 group:
SMILES | MIN6 prolif | mIAP inh | NLRP3 yeast inh | hIAP inh | SENP1 FRET inh | mIAP activ | hIAP activ | APOBEC3G inh | APOBEC3A inh
O=C(Nc1ccc(F)cc1F)c1cc2nc3c(c(C(F)(F)F)n2n1)CCCC3 | 0 | -4 | -8 | 7 | -2 | 1 | 0.93 | -3 | 2
Cc1cc(C(F)(F)F)nc(CCNCc2c(C(=O)N3CCCC3)nc3ccccn23)n1 | -1 | -6 | 12 | 0 | -8 | 1.1 | 1 | -4 | -1
Nn1c(SCC(=O)NC2CCCCCC2)nnc1C(F)(F)F | -4 | 0 | 0 | 6 | -2 | 1 | 0.94 | -9 | -3
CCOC(=O)C(NC(=O)c1ccccc1)(Nc1nnc(C)s1)C(F)(F)F (stereo not given) | 0 | -10 | 3 | 13 | 0 | 1.1 | 0.87 | -4 | -4
